ZTA counter – ZTA (EBV) inhibition in EBNA-1 counter-screen. ZTA-DNA binding, fluorescence polarization. AID 2234. inhibition, % at 11 µM. 0.15% of 320,000 active. P03206; in the data active means inhibition above about 33%
LYPLA2 counter – LYPLA2 (human) inhibition in PME1 counter-screen; O95372; recombinant LYPLA2, FP-Rh probe fluorescence polarization; inhibition, % at 5.9 µM; 0.38% of 320,000 active; AID 2177;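 active means inhibition above the screen-wide mean plus 3 SD, limit set per campaign, cut at about 26% in these data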;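 further: 0% = LYPLA2 with DMSO and 100% = wells lacking LYPLA2 enzyme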
pPAFAH inh – pPAFAH (human) enzyme inhibition; recombinant pPAFAH, FP-rhodamine probe fluorescence polarization; AID 463082; Q13093; inhibition, % at 3.39 µM; 1.5% of 330,000 active;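 active means inhibition above the mean inhibition across the screen plus 3 SD, cut at about 25% in these data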;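 further: inhibitors block binding of the rhodamine activity-based probe so polarization drops; 0% = enzyme with DMSO and 100% = wells lacking pPAFAH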
LYPLA1 counter – blocks human lysophospholipase 1, a PME1 counter-screen. recombinant LYPLA1, FP-Rh probe fluorescence polarization. inhibition, % at 5.9 µM. 0.16% of 320,000 active;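 active means inhibition above the mean of all tested compounds plus 3 SD, set per campaign, cut at about 14% in these data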;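 further: inhibitors block serine hydrolase probe labeling of LYPLA1 so polarization falls; 0% = enzyme with DMSO and 100% = wells lacking LYPLA1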
EBNA-1 inh – blocks EBNA-1 binding to DNA. EBNA-1 DNA binding, fluorescence polarization. inhibition, % at 14.8 µM. 0.34% of 300,000 active. AID 1950; in the data active means inhibition above about 28%
PAFAH2 FP inh – PAFAH2 (human) inhibition; Q99487; 0.99% of 340,000 active; AID 492956; inhibition, % at 3.39 µM; recombinant PAFAH2, FP-rhodamine activity probe, fluorescence polarization;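 active means inhibition above the mean over all tested compounds plus 3 SD, cut at about 30% in these data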;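 further: inhibitors block probe labeling of enzyme so polarization drops; 0% = enzyme with DMSO and 100% = wells lacking PAFAH2 protein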
PAFAH1B3 FP inh – PAFAH1B3 (human) inhibition. recombinant PAFAH1B3, FP-rhodamine probe, fluorescence polarization. inhibition, % at 3.39 µM. Q15102. 0.28% of 340,000 active;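 active means inhibition above the screen-wide average of all tested compounds plus 3 SD, cut at about 25% in these data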;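 further: 0% = enzyme with DMSO only and 100% = wells lacking PAFAH1B3 protein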
PAFAH1B2 inh – inhibitors of human PAFAH1B2. inhibition, % at 3.39 µM. recombinant PAFAH1B2, FP-rhodamine activity probe, fluorescence polarization. AID 492953. 1.2% of 340,000 active;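 active means inhibition above the mean of all tested compounds plus 3 SD, cut at about 24% in these data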;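 further: 0% = enzyme with DMSO and 100% = wells lacking PAFAH1B2; many of its hits are not listed in these tables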
PREPL inhibitor – inhibits the human prolyl oligopeptidase-like enzyme; Q4J6C6; recombinant PREPL, fluorescence polarization activity-based probe; inhibition, % at 5.96 µM; 0.68% of 320,000 active; AID 2751; in the data active means inhibition above about 43%;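 further: 0% = enzyme with DMSO and 100% = wells lacking enzyme; many of its hits are not listed in these tables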
Numbers without * were called inactive; x = not tested or not shown; & = joins results of further samples. An excerpt; count on the stated rates, not on these rows.

SMILES	ZTA counter	LYPLA2 counter	pPAFAH inh	LYPLA1 counter	EBNA-1 inh	PAFAH2 FP inh	PAFAH1B3 FP inh	PAFAH1B2 inh	PREPL inhibitor
CCCN(CCC)c1ccc(/C=N/NC(=O)CN2CCOCC2)cc1	-12	0	9	-1	2	1	5	11	3
OC(COc1cccc(OCC(O)CN2CCOCC2)c1)CN1CCOCC1 (stereo unspecified)	5&13	1&3	2&-5	-1&3	12&4	-2&-7	0&0	2&1	1&9
CC1=C(C(=O)OC2CCCCCCC2)C(c2cc3c(cc2Br)OCO3)CC(=O)N1 (stereo unspecified)	15	-6	0	-1	0	6	-11	0	3
Cc1n[nH]c(C)c1CCc1nc2c3ccccc3nc(SCC(=O)Nc3ccccc3F)n2n1	-5	0	2	-3	-19	1	-5	-3	2
O=C(Nc1ccc2oc(-c3ccc(F)cc3)nc2c1)c1ccccc1F	6	-41	-12	-18	3	-42	-16	-11	-6
CC(=O)c1ccc(N/C=C/C(=O)c2ccc(Br)cc2)cc1	2	12	4	1	-8	3	14	6	-4
COc1ccc(CCNC(=O)c2[nH]c(C)c(C(C)=O)c2C)cc1	-15	5	2	-31	3	-10	5	3	20
Cc1cc(C)c(NC(=O)C2CCCN2C(=O)NC2CCCCC2)c(C)c1 (stereo unspecified)	10	7	5	2	-15	8	2	4	12
CC(C)Nc1nc(NC(C)C)nc(OCCOC(=O)c2ccccc2)n1	10	-1	3	2	1	4	-2	0	5
CCOc1cccc(CN2CCCC(C(=O)Nc3ccc(-c4ccn[nH]4)cc3)C2)c1O (stereo unspecified)	-4	-3	-1	-4	1	5	5	1	1
Cc1cccc(Nc2nc(N)nc(CN3CCC(C)CC3)n2)c1C	4	-4	1	3	-8	0	8	-3	30
Cc1ccc(CS(=O)(=O)Cc2ccc(C(=O)NCCCN3CC(C)CC(C)C3)o2)cc1 (stereo unspecified)	-8	-10	31*	-3	-8	-2	2	-6	20
Cc1cc(C)n2nc(C)c(-c3ccc(Cl)cc3)c2n1	-16	3	1	2	-12	4	3	4	13
COc1ccccc1C(=O)N/N=C(\C)CC(=O)Nc1ccc(Nc2ccccc2)cc1	1	-4	6	0	-1	9	8	4	6
COC(=O)c1cnn(-c2ccc(F)cc2F)c1/C=N/NC(N)=S	0	5	-1	1	-1	-5	-3	0	2
O=C(Nc1nccs1)C(F)(F)C(F)(F)C(F)(F)C(=O)Nc1nccs1	-2	-4	-5	0	-11	-7	-1	2	12
CCOc1ccc(/C=N/NC(=O)C(C)N(c2ccc(OC)cc2)S(C)(=O)=O)cc1OCC (stereo unspecified)	9	-3	-2	1	5	4	-6	3	10
COC(=O)c1nn(-c2ccccc2)c(Cl)c1/C=N/OCc1c(Cl)cccc1Cl	16	3	0	0	6	-5	1	4	-9
Nc1ccccc1Sc1ccc(C(=O)c2ccccc2C(=O)O)cc1[N+](=O)[O-]	0	4	9	-5	-3	2	11	8	10
CCc1cc(SC#N)cc(C)c1NC(=O)CCl	13	-2	2	-3	-3	-3	-2	1	-2
O=C(CNS(=O)(=O)c1ccccc1)NCC(=O)N1CCCCC1	-5	2	1	6	-23	3	6	-1	-2
COc1cc(S(=O)(=O)n2c(C)nc3ccccc32)ccc1F	-10	0	-3	-1	-6	11	4	-4	-7
O=C(NNC(=S)NCc1ccccc1)c1cccc([N+](=O)[O-])c1	-8	4	6	0	0	3	-1	16	12
CCC(=O)NCCc1cc2cc(C)c(C)cc2[nH]c1=O	-7	-1	-7	1	-12	3	3	1	-4

Retrieved one by one from the entries so far:
SMILES	ZTA counter	LYPLA2 counter	pPAFAH inh	LYPLA1 counter	EBNA-1 inh	PAFAH2 FP inh	PAFAH1B3 FP inh	PAFAH1B2 inh	PREPL inhibitor
COc1cc(S(=O)(=O)n2c(C)nc3ccccc32)ccc1F	-10	0	-3	-1	-6	11	4	-4	-7
O=C(NNC(=S)NCc1ccccc1)c1cccc([N+](=O)[O-])c1	-8	4	6	0	0	3	-1	16	12
CCc1cc(SC#N)cc(C)c1NC(=O)CCl	13	-2	2	-3	-3	-3	-2	1	-2
COc1ccccc1C(=O)N/N=C(\C)CC(=O)Nc1ccc(Nc2ccccc2)cc1	1	-4	6	0	-1	9	8	4	6

Next structures.
SMILES	ZTA counter	LYPLA2 counter	pPAFAH inh	LYPLA1 counter	EBNA-1 inh	PAFAH2 FP inh	PAFAH1B3 FP inh	PAFAH1B2 inh	PREPL inhibitor
O=[N+]([O-])c1ccccc1CNCCCCCO	-18	5	5	1	-1	-2	14	2	-1
FC(F)(F)Oc1ccc(Nc2nc3ccccc3o2)cc1	17	-12	5	-6	7	4	2	-2	14
Cc1ccccc1NC(=O)N1CCN(C(=O)c2ccco2)CC1	-2	-4	0	-2	2	5	12	2	1
O=C(Nc1ccc(Cl)cc1Cl)c1cc2ccccc2o1	-8	4	-4	1	-3	7	14	5	-18
O=C(N/N=C/c1cc(Br)cc(Br)c1O)c1cccc(N2CCCC2=O)c1	-2	-7	17	0	-4	8	19	8	-2
CCCC(=O)Nc1ccccc1NC(=O)c1ccc(OC)cc1	-1	1	-3	-2	6	-4	0	1	-6
Cc1ccc(C(=O)N/C(=C\c2ccc(-c3cccc([N+](=O)[O-])c3)o2)C(=O)NC(C)(C)C)cc1	-13	-5	14	-4	3	-1	6	0	0
OCCC1CN(Cc2cnc(-c3ccccc3)s2)CCN1C1CCCCC1 (stereo unspecified)	11	3	0	3	8	2	-1	2	40
COc1ccc(OC)c(CNC(=O)c2nn(C)c3c2CS(=O)(=O)c2ccccc2-3)c1	10	-10	-2	-4	2	-3	1	-1	-3
CC(CCn1cccn1)NC(=O)CCc1nnc(C2CCCCC2)o1 (stereo unspecified)	-1	-2	-5	-1	5	-3	4	-2	-10
O=C1CC(c2ccc(F)cc2)c2cc3c(cc2N1)CCC3 (stereo unspecified)	-14	14	8	1	-2	0	4	7	-1
CC(C)Sc1ncnc2c1oc1ccccc12	-10	-7	0	0	6	1	2	0	-6
CC1CN(C(=O)c2ccc(OC3CCN(Cc4ccccn4)CC3)cc2)CCN1C (stereo unspecified)	13	-1	0	1	-10	0	8	-1	6
CCOc1ccc(CN2CCN(C(=O)c3ccco3)CC2)cc1	3	-5	2	1	4	-4	5	5	1
CC(=O)c1c(C)nc(Nc2nc(C)c3cc(C)ccc3n2)nc1C	-5	-5	3	-3	-2	0	10	7	-14
COc1cccc(/C=N/NC(=O)C(=O)NCc2ccco2)c1OC	12	6	2	-6	6	0	2	-2	3
CCSc1nnc(NC(=O)COc2cccc3ccccc23)s1	-9	0	6	0	2	1	3	-5	2
Cc1ccsc1C(=O)NCCC(c1ccccc1)c1ccccc1	-1	-4	1	-4	6	2	5	10	-2
COC(=O)CCCNc1ncccc1[N+](=O)[O-]	0	1	-6	0	-6	9	7	9	12
Cc1cc(Cl)c(S(=O)(=O)N2CCN(c3cccc(C)c3C)CC2)cc1OCC(N)=O	-17	5	2	0	4	4	9	1	-18
O=C(NCc1cccc(F)c1)c1cccc2c1C(=O)c1ccc(N3CCCC3)cc1S2(=O)=O	x	x	2	x	x	-12	-14	-7	4
CCOC(=O)c1cc2sccc2n1CC(=O)N1CCc2ccccc21	-12	-4	-7	-2	4	12	7	2	11
COc1ccc(C)cc1S(=O)(=O)Nc1cc2c3c(c1)CC(=O)N3CCC2	15	-1	12	0	1	10	8	-2	3
CCOc1ccc(N2C(=O)Nc3ccc(Br)cc3C2(O)C(=O)NC(C)C)cc1 (stereo unspecified)	8	4	3	-2	-4	1	7	5	4
CC(=O)Nc1ccc(N2CCC(C)CC2)c([N+](=O)[O-])c1	-18	-3	6	3	2	0	8	6	8
CC(OC(=O)c1ccc(Cl)c(S(=O)(=O)N2CCOCC2)c1)C(=O)NC1CCCCC1C (stereo unspecified)	-4	5	2	-1	-4	2	-8	-3	19
Cc1ccc(-c2nc(CS(=O)(=O)CC(=O)NC3CCC(C)CC3)c(C)o2)cc1 (stereo unspecified)	-12	1	0	1	-17	1	9	5	-2
Cc1c(NC(=S)Nc2ccccc2C(F)(F)F)cccc1[N+](=O)[O-]	-4	-1	-2	1	-6	0	0	1	3
CCOc1ccccc1O[C@H](c1ccccc1)[C@H]1CNCCO1	8	0	-4	1	6	-6	-1	0	44*
O=C(NCCc1ccccc1C(F)(F)F)C1CCC(=O)N(CCCN2CCCC2=O)C1 (stereo unspecified)	-5	2	8	0	0	4	-2	4	-2
CCCN(CC(=O)Nc1ccccc1C)CC(=O)Nc1ccc(Br)cc1F	-1	-8	-7	-8	1	-6	0	4	-82
C[C@H]1CN([C@@H](C)CO)C(=O)Cc2cc(NS(=O)(=O)c3ccc(Cl)cc3)ccc2O[C@@H]1CN(C)C(=O)Nc1cccc2ccccc12	x	x	49*	x	x	16	13	12	20
Cc1cc(S(=O)(=O)ON2C(=O)c3ccccc3C2=O)ccc1F	9	4	1	1	4	12	2	6	-1
COC(=O)c1cc(-c2c(C)oc3cc(OC(C)C)ccc3c2=O)c(C)o1	-4	0	2	1	-5	-3	6	5	12
CC1CN(C(=O)COC(=O)Cc2ccc(Cl)cc2)CC(C)O1 (stereo unspecified)	-8	-1	-4	1	x	1	-1	7	15
NC(=O)CC(NC(=O)c1ccccc1)c1ccc(NCc2ccc(F)c(F)c2)c([N+](=O)[O-])c1 (stereo unspecified)	3	21	9	2	5	-1	-3	1	9
Cc1ccc(NC(=O)C2C3C=CC4(CN(Cc5cccnc5)C(=O)C24)O3)cc1F (stereo unspecified)	-9	-3	-1	2	4	-5	12	0	7
CCOc1ccccc1NS(=O)(=O)c1cn(C)nc1C	4	-1	-4	-1	9	-3	8	6	3
O=C(CN(C(=O)CCC(=O)Nc1nccs1)c1ccccc1F)NCCc1ccccc1	-1	4	-3	-1	-6	-3	1	7	8
O=C(c1cc(Cl)ccc1O)N1CCN(S(=O)(=O)c2cccs2)CC1	3	-1	1	2	0	0	4	4	1
Cc1onc(-c2c(F)cccc2Cl)c1C(=O)c1ccccc1	-6	-3	-7	-5	-5	4	2	4	-13
CCOc1ccccc1OCCCCN1CCCC1	-21	13	0	7	-9	-1	3	0	12
O=C1C(=O)N(CC(=O)N2CCCC2)c2ccccc21	1	-1	3	-1	-2	3	13	5	4
Cc1ccc(-c2sc(C)nc2CC(=O)O)cc1	3	1	6	3	6	4	0	-4	17
CCn1c(=O)c(=O)n(CC)c2cc(S(=O)(=O)Nc3cc(C)ccc3C)ccc21	6	5	3	1	-5	5	9	6	3
CC(OC(=O)c1cccnc1SCc1cc(=O)n2ccccc2n1)c1ccccn1 (stereo unspecified)	-5	-2	1	-4	1	-2	-6	0	19
COc1cccc(/C=C/C(=O)c2ccc(C)c([N+](=O)[O-])c2)c1	-2	-7	4	-5	-8	-4	3	-2	0
O=C(O)c1cccc(-n2cccc2/C=C2\NC(=O)N(Cc3ccc(F)cc3)C2=O)c1	12	-2	13	-6	-6	5	-4	1	1
CC(C)NC(=O)N(C)C[C@H]1Oc2ccc(NC(=O)C3CC3)cc2C(=O)N([C@H](C)CO)C[C@@H]1C	x	x	-2	x	x	3	-5	-8	17
N#C/C(=C\c1c(N2CCCCC2)nc2ccccn2c1=O)S(=O)(=O)c1ccccc1	11	-5	3	-3	-12	14	-2	6	-10
ClC(Cl)(c1nnnn1-c1ccccc1)c1nnnn1-c1ccccc1	-17	7	8	-1	-3	6	3	-3	1
Cc1c(/C(O)=C2/C(=O)C(=O)N(CCN3CCOCC3)C2c2ccccn2)cnn1-c1ccccc1 (stereo unspecified)	-5	2	0	2	6	x	x	x	2
CCCC(=O)Nc1cc(-c2nn(C)c(=O)c3ccccc23)ccc1N1CCOCC1	-21	6	-2	-1	-2	5	0	-8	0
COc1ccc(CNC(=O)C/C(C)=N/NC(=O)C(c2ccccc2)c2ccccc2)cc1	-16	-1	5	-3	1	-9	-8	0	15
CCOC(=O)C1CN(S(=O)(=O)c2ccc(C)cc2)C1	4	-4	-5	-3	-5	-6	5	6	0

Compound activity as filed in PubChem.
